Screening data: PubChem BioAssay, National Center for Advancing Translational Sciences (NCATS)
uPA surface inh: cell surface uPA generation inhibition; cell surface uPA generation assay, qHTS; Potency, µM (highest dose often 38.3 µM), for the others: top-dose activity change, negative = inhibition, most hits filed as inhibitors; 330,000 tested, 0.31% active; active means well fitted inhibition curve with a large enough effect; inconclusive means small, poorly fitted or top-dose-only effect; inactive means no such curve, though single readings can be large or run the other way; tested in mouse RAW 264.7 cells; further: on the % scale 0 is the no-effect control and ±100 the full control effect; nearly all actives have a fitted effect of over 55% in size
BRCA1 expr act: BRCA1 expression activation; MCF7-BRCA1-FFLuc reporter, luminescence, 48 h; response scale: scaled: vehicle 0%, 10 µM genistein 100%; Potency, µM (top dose mostly 46.1 µM), without a hit: top-dose activation, most hits filed as activators; 380,000 tested, 1.1% active; AID 624202; active means well fitted activation curve with a large enough effect; inconclusive means small, poorly fitted or top-dose-only effect; inactive means no such curve, though single readings can be large or run the other way; further: nearly all actives have a fitted effect of over 80% in size; some results filed as inactive show a strong effect at the top dose
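Luminescence from a BRCA1-driven firefly luciferase in MCF7 cells was read after 48 h compound exposure at 37 C. Data normalized against DMSO and a 10microM genistein activation control, then curve-fitted across the titration.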
Starred values were filed as active, the others as inactive; ? = inconclusive; [ ] = another dose, or the depositor's remark. Potency means the concentration at half of the fitted maximal effect. A portion of the library (hit frequency here may not be typical).

SMILES | uPA surface inh | BRCA1 expr act
OC(Cc1cccnc1)c1ccccc1 (configuration not stated) | 2% | 13%
COc1cc(CNc2ccc(S(N)(=O)=O)cc2)ccc1OCc1ccccc1F | -8% | 33%
CCOC(=O)C1=C(COc2ccccc2)NC(=O)NC1c1ccc2ccccc2c1 (configuration not stated) | -20% | 0%
CCc1nc(SCC(=O)N2CCc3ccccc32)c2oc3ccccc3c2n1 | 8% | 7%
COc1ccc(-c2c(C#N)c(SCC(=O)Nc3ccccc3)nc3c2CCCC3)cc1 | 4% | -18%
CC1CN=C(c2ccccc2)O1 (configuration not stated) | 4% | -1%
S=C(NN=Cc1ccccn1)N(Cc1ccccn1)Cc1ccccn1 | -8% | -85%
COc1ccc(C(=O)N/N=C/c2c(C)nn(-c3ccccc3)c2OC)cc1 | 1% | -20%
O=C(C=Cc1ccccc1)c1ccc([N+](=O)[O-])cc1 | -1% | -12%
COc1ccc(C)cc1NC(=O)c1cc(C2CC2)nc2c1c(C)nn2C1CCS(=O)(=O)C1 (configuration not stated) | 0% | -17%

A different layout for some results above:
mol	uPA surface inh	BRCA1 expr act
CCOC(=O)C1=C(COc2ccccc2)NC(=O)NC1c1ccc2ccccc2c1 (configuration not stated)	-20%	0%
CCc1nc(SCC(=O)N2CCc3ccccc32)c2oc3ccccc3c2n1	8%	7%
COc1ccc(-c2c(C#N)c(SCC(=O)Nc3ccccc3)nc3c2CCCC3)cc1	4%	-18%

New compounds follow
SMILES | uPA surface inh | BRCA1 expr act
CCOC(=O)c1sc(NC(=O)C(CC)Sc2nc3ccccc3[nH]2)nc1C (configuration not stated) | 0% | -11%
O=C1CC[C@@H]2CC3(C[C@@H]4CCN1[C@H]24)Nc1cc(Cl)ccc1NC3=NC1CCCCC1 (some centres not stated) | -12% | 12%
Cc1cccc(OCC(=O)OCC(=O)N2CCN(C(=O)c3ccco3)CC2)c1C | -12% | 13%
CC1(C)c2[nH]c3ccccc3c2C[C@H]2C(=O)N(Cc3ccc(F)cc3)C(=O)N21 | 3% | -38%
CN(Cc1ccccc1)C(=O)c1cccc(NC(=O)Cc2ccc(NC(=O)C3CCN(C(=O)c4ccccc4)CC3)cc2)c1 | 12% | 10%
CS(=O)(=O)c1nc([N+](=O)[O-])nn1CCCc1ccccc1 | -6% | -99%[inhibitor]
O=C(O)c1ccc(NC2(C(=O)O)CCCC2)cc1 | -2% | 2%
CSCCC1NC(=O)C(C(C)=Nc2ccccc2)=C1O (configuration not stated) | 1% | 89%
C=CCN1C=C2C(=O)C(C)(OC(=O)c3cnc4ccccc4n3)C(=O)C=C2C=C1/C=C/COC (configuration not stated) | -23% | -14%
CCNC(=O)c1c(NC(=O)c2cc(-c3cc(C)cc(C)c3O)n[nH]2)sc2c1CCCC2 | 3% | -36%
O=C(O)/C=C/C(=O)Nc1nc(-c2ccc3ccccc3c2)cs1 | -1% | -16%
COC(=O)[C@@H](Cc1c[nH]c2ccccc12)NCc1ccc(B(O)O)cc1 | -8% | 16%
CC(OC(=O)C1CCN(S(=O)(=O)c2ccc(C(C)(C)C)cc2)CC1)C(=O)N(C)C1CCCCC1 (configuration not stated) | 9% | -52%
O=C(O)C(Cc1ccccc1[N+](=O)[O-])N1C(=O)c2ccccc2C1=O (configuration not stated) | 5% | -3%
O=C1NC2(CCCCC2)OC12CCCCC2 | 3% | -16%
Cc1csc(NC(C)c2nc3cc(Cl)c(Cl)cc3n2CCCO)n1 (configuration not stated) | -18% | -21%
O=C(/C=C/c1ccc2c(c1)OCO2)c1ccc(O)cc1O | -6% | 49%
CC(C)C[C@@H](CN)NC(=O)c1nc[nH]c1C(=O)N[C@@H](Cc1c[nH]c2ccccc12)C(=O)CNC[C@H](C)NC(=O)c1nc[nH]c1C(=O)N[C@@H](C)C(=O)O | 2% | -1%
COC(=O)C1SCCN1S(=O)(=O)c1ccc(Cl)cc1 (configuration not stated) | 13% | -2%
O=C1NC(=S)NC1(c1ccccc1)c1ccccc1 | 3% | -5%
OCCOCCn1c(CCNc2nc(-c3ccc(F)cc3)cs2)nc2cc(C(F)(F)F)ccc21 | -14% | -23%
CCN1CCN(C(=O)/C=C/c2ccc(C(C)C)cc2)CC1 | 1% | 10%
COc1ccc(C2C(Oc3ccccc3)C(=O)N2c2ccc(C)c(C)c2)cc1OC (configuration not stated) | 2% | -36%
CCNc1nc(NCC)nc(N2CC(=O)N(CC(=O)OCC)C2=N)n1 | -8% | 13%
COc1cccc(C=C2SC(=S)NC2=O)c1 | 1% | 22%
COc1cc(NC(=O)c2c(-c3ccccc3Cl)noc2C)c2ncccc2c1 | 1% | -22%
Cc1csc(NC(=O)Cc2ccc(Cl)cc2)n1 | 2% | ?
O=[N+]([O-])c1c(NCc2ccco2)ncnc1NCc1ccco1 | 0% | 25%
CC1([N+](=O)[O-])COC(C=Cc2ccccc2)OC1 (configuration not stated) | -1% | 35%
CCCN(CCC)C(=O)C(c1ccccc1)C1(O)CCCCC1 (configuration not stated) | -5% | -5%
C=CCn1c(SC)nccc1=O | 1% | -16%
CCOC(=O)c1ccccc1NC(=O)CSc1nc2c(sc(=S)n2CC)c(=O)[nH]1 | 6% | -5%
c1ccc(Sc2ccccc2CN2CCCC2)cc1 | -1% | -7%
CCN1/C(=c2/s/c(=C3/C(=O)N(c4ccccc4)N=C3C)n(CC)c2=O)C=Cc2ccccc21 | 1% | -3%
Nc1ccc(-n2nc3ccccc3n2)cc1 | -5% | 27%
C=C1CCN([C@@H](CC(C)C)C(=O)NCc2cc(OC)c(OC)c(OC)c2)S(=O)(=O)c2ccccc21 | -18% | -17%
CCC(=O)c1ccc(OCC(=O)NCCCN2CCOCC2)cc1 | -1% | -7%
Cc1nc(CCNC(=O)CC2C(=O)NCCN2CC(C)(C)C)nc2c1CCC2 (configuration not stated) | 1% | -12%
Oc1ccc(C(=Nc2ccccc2)c2ccccc2)c(O)c1 | 2% | 7%
C=C1CCN([C@@H](Cc2ccccc2)C(=O)O)S(=O)(=O)c2ccccc21 | 3% | 4%
CC(Sc1nc2ccccc2c(=O)n1CCCN1CCOCC1)C(=O)N1CCc2ccccc21 (configuration not stated) | -1% | -5%
CC(=O)Nc1cc2c(cc1[N+](=O)[O-])-c1ccc(F)cc1C2 | 3% | -27%
CC(=O)c1ccc(-c2[nH]c3ccccc3c2CCN2C(=O)c3ccccc3C2=O)cc1 | 19% | -30%
Cc1cnc(NC(=O)c2cc(-c3ccccc3)nn2-c2ccccc2)s1 | 15% | 1%
CSC(=NS(=O)(=O)c1ccc(N)cc1)NS(=O)(=O)c1cccs1 | 4% | -8%
Clc1ccc(Cl)c2sc(N3CCOCC3)nc12 | 1% | 0%
COc1cccc(CN2CCN(S(=O)(=O)c3ccccc3)CC2)c1OC | 1% | -1%
COc1cc(OC)c(C=NNC(=S)NC23CC4CC(CC(C4)C2)C3)c(OC)c1 | 1% | -72%
Cc1cc(Nc2ccccc2Cl)c2ccccc2n1 | -7% | -35%
Cc1cc(/C=C2/SC(=S)N(c3cccc(C(F)(F)F)c3)C2=O)c(C)n1-c1cccnc1 | -6% | -46%
Next part.
SMILES | uPA surface inh | BRCA1 expr act
CCOC(=O)[C@@H]1[C@H]2COc3ccccc3[C@@H]2N2C(=O)N(c3ccc(F)cc3)C(=O)[C@]12C | -7% | -7%
COc1ccccc1OCCNC(=O)c1ccc(NC(=O)CC2SC(N3CCCC3)=NC2=O)cc1 (configuration not stated) | 5% | -17%
O=C1Nc2ccccc2C1=O | 4% | -14%
O=C(c1ccc(-c2ccccc2Cl)o1)N1CCCCCCC1 | -10% | ?
CC(=NO)C1CCC2C3CCC4CC(=NO)CCC4(C)C3C(C)(O)CC12C (configuration not stated) | -3% | -39%
Cc1cc(Br)ccc1SCC(=O)OCC(O)=C(C#N)c1nc2ccccc2[nH]1 | 4% | -29%
Cc1cn(CC(=O)NCCc2ccccn2)c(=O)[nH]c1=O | 16% | 2%
CC1=NNC(=O)C1Cc1ccccc1 (configuration not stated) | -9% | 26%
CC1=C(C(=O)OCCOC(C)C)C(c2cccc3ccccc23)NC(=O)N1 (configuration not stated) | -2% | 1%
O=C1c2cccc3cccc(c23)C(=O)N1CCCn1ccnc1 | -12% | 56%
CCCCCn1c(=O)[nH]c2cc(C(=O)N3CCN(c4ccc(F)cc4)CC3)ccc2c1=O | 1% | -36%
Nc1cc2c(cc1Cl)-c1ccc(Cl)cc1C2=O | -3% | -3%
COc1ccccc1N1CCN(C(=O)[C@H](C)NS(=O)(=O)c2ccc3c(c2)OCCCO3)CC1 | -10% | -2%
O=C(CCCl)N1c2ccccc2C=Cc2ccccc21 | -25% | -37%
CC1=C2C3OC(=O)C(C)C3CCC2(C)C=CC1=NO (configuration not stated) | 0% | 14%
O=C(COc1ccc(Cl)cc1)OCc1ccc(Cl)cc1 | 0% | -20%
Cc1ccc(C2=NOC(C)(c3sc(-c4ccc(Cl)cc4)nc3C)C2)cc1 (configuration not stated) | 2% | 21%
CSCCC(NC(=O)c1ccccc1Cl)C(=O)N1CCN(c2ccccn2)CC1 (configuration not stated) | -1% | 11%
CN1C[C@@H]2[C@@H]3C(=O)N(Cc4ccccc4)C(=O)[C@@H]3[C@](Cc3ccccc3)(C1=O)N2C(=O)c1ccc(Cl)c(Cl)c1 | -31% | -50%
CN(C)c1ccc(CSc2ccccc2)cc1 | -2% | ?
COc1cccc(C2Nc3ccccc3C(=O)N2Cc2ccccc2)c1 (configuration not stated) | -11% | 6%
c1ccc2c(c1)c1c(c3ccccc32)CN2CCCC2C1 (configuration not stated) | -8% | -101%[inhibitor]
CC1(C)Cc2c(cnn2-c2ccccc2)C(=O)/C1=N\NC(=O)c1ccncc1 | -1% | 26%
COc1cccc2c1C(=O)c1c(O)c3c(c(O)c1C2=O)CC(O)(C(C)=O)CC3OC1CC(N(C)C)C(O)C(C)O1 (configuration not stated) | -13% | -77%
CCC(C)n1c(C)cc(=O)n1C(C)CC (configuration not stated) | -9% | 1%
Cc1ccc(C(=O)NNC(=O)c2cccc3ccccc23)cc1 | -1% | 35%
O=C(COc1ccccc1)Nc1nnc(-c2ccccc2Cl)o1 | -1% | 27%
O=C(COc1ccccc1)NCC(=O)N1CCCC(C(F)(F)F)C1 (configuration not stated) | 12% | -10%
Cc1ccc(Cn2c(C(C)Nc3nc(-c4ccc(F)cc4)cs3)nc3cc(Cl)c(Cl)cc32)cc1 (configuration not stated) | -2% | -20%
CCOC(=O)C1(Cc2ccccc2C)CCCN(C(=O)CSC)C1 (configuration not stated) | -1% | -18%

Pulled by compound from above:
SMILES | uPA surface inh | BRCA1 expr act
COc1cccc(C2Nc3ccccc3C(=O)N2Cc2ccccc2)c1 (configuration not stated) | -11% | 6%
Cc1ccc(Cn2c(C(C)Nc3nc(-c4ccc(F)cc4)cs3)nc3cc(Cl)c(Cl)cc32)cc1 (configuration not stated) | -2% | -20%
CC1(C)Cc2c(cnn2-c2ccccc2)C(=O)/C1=N\NC(=O)c1ccncc1 | -1% | 26%
CCC(C)n1c(C)cc(=O)n1C(C)CC (configuration not stated) | -9% | 1%
O=C(COc1ccccc1)NCC(=O)N1CCCC(C(F)(F)F)C1 (configuration not stated) | 12% | -10%
COc1cccc2c1C(=O)c1c(O)c3c(c(O)c1C2=O)CC(O)(C(C)=O)CC3OC1CC(N(C)C)C(O)C(C)O1 (configuration not stated) | -13% | -77%
O=C(COc1ccccc1)Nc1nnc(-c2ccccc2Cl)o1 | -1% | 27%

Next records follow.
SMILES | uPA surface inh | BRCA1 expr act
Cc1cccc(C)c1OC(=O)c1ccccc1 | 4% | -17%
Clc1ccc(Nc2nc(-c3ccncc3)cs2)cc1 | 2% | -8%
Cn1c(=O)c2c(nc(C(O)c3ccccc3)n2C)n(C)c1=O (configuration not stated) | 4% | -24%
O=C(Cn1cc(COc2ccc3ccc(=O)oc3c2)nn1)c1ccc(O)cc1 | -6% | 10%
COc1cc(OC)c(N(C)S(=O)(=O)c2cccc(C(=O)OCC(=O)N(C)C3CCCCC3)c2)cc1Cl | -3% | -41%
CCCS(=O)(=O)N1CCN(Cc2ccc(OCc3ccccc3)c(OC)c2)CC1 | 1% | -25%
CN1CCc2c(C#N)c(N3CCCCC3)nc(N3CCOCC3)c2C1 | -1% | 1%
O=S(=O)(c1cccc2ccccc12)N1CCC2CC1c1cc(-c3ccc(F)cc3)ccc12 (configuration not stated) | 11% | 7%
COc1nc(-c2ccccc2)c2cc(Br)ccc2n1 | -10% | -28%
Cc1ccccc1Sc1ccc([N+](=O)[O-])cn1 | 3% | 4%
CC(C)C[C@H]1CNC(=S)N1CC1CCN(CCC2CCCC2)CC1 | 2% | -6%
